Screens (PubChem BioAssay)
KOR beta-arrestin-1 = kappa opioid receptor activators – cell-based, luminescence, uHTS, primary screen (AID 1777); KOR beta-arrestin recruitment, luminescence; higher % means a stronger effect; activation, % at 10 µM, or EC50 in µM where a hit was titrated; hit rate 0.02% among 280,000; in the data active means activation above about 50%, passing the limit was not always enough; further: a part of the inactive calls stands beside numbers as strong as those of hits
GPR35 arrestin U2OS = GPR35 antagonists blocking zaprinast-driven arrestin recruitment, primary screen, imaging, U2OS, beta-arrestin-GFP, zaprinast agonist (AID 2058); U2OS GPR35 beta-arrestin-GFP translocation imaging, zaprinast antagonism; higher % means a stronger effect; inhibition, % at 10 µM; hits with a dose series show IC50 in µM; hit rate 0.052% among 290,000;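 active means inhibition of at least 50% with at least 30 cells and total cytoplasm GFP at most 10,000,000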
MgcRacGAP inhibition = MgcRacGAP GTPase-activating activity inhibitors, confirmation, biochemical, ADP Hunter fluorescence; MgcRacGAP-stimulated Rac1 GTP hydrolysis, ADP Hunter fluorescence; higher % means a stronger effect; GST-tagged Rac1 F28L mutant substrate; inhibition, % at 30 µM, or IC50 in µM where a hit was titrated; hit rate 0.6% among 340,000; AID 624330;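 active means first-screen hits whose inhibition reached a set limit at any dose in the follow-up dose series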;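 further: fluorescence reports GDP produced by GAP-driven GTP hydrolysis; strong numbers were not always called active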
K1F lysis inhibition = protection from phage-mediated lysis, alamar blue read-out – E. coli UTI89, K1F phage, bacterial capsule biogenesis inhibitors (AID 488966) | E. coli UTI89 K1F phage lysis, alamar blue, 2 h; higher % means a stronger effect | inhibition, % at 100 µM; hits with a dose series show IC50 in µM | hit rate 0.02% among 340,000;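 active means phage lysis inhibition, versus mean bacterial control, above a set limit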;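 further: capsule biogenesis inhibitors block K1F phage lysis so surviving cells raise fluorescence; higher fluorescence means more inhibition of phage lysis; actives were called in the ten point dose series up to 300 µM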
KOR beta-arrestin-2 = kappa opioid receptor blockers – cell-based, luminescence, uHTS (AID 1778); KOR beta-arrestin recruitment, luminescence, antagonist mode; higher % means a stronger effect; one-dose inhibition, % at 10 µM; IC50 in µM for titrated hits; hit rate 0.091% among 290,000; in the data active means inhibition above about 50%; further: strong numbers were not always called active
NTR1 agonist = NTR1-driven beta-arrestin-GFP spot formation – imaging, U2OS cells, high content, primary screen (AID 493036); P30989; agonist mode; activation, % at 20 µM; hit rate 0.17% among 330,000;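 active means activation at or above 40% of the spot to cytoplasm intensity ratio, with at least 20 cells analyzed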;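 further: 0% = DMSO without peptide and 100% = 100 nM NTR1 peptide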
Target sequence (P30989 whole entry, looked up): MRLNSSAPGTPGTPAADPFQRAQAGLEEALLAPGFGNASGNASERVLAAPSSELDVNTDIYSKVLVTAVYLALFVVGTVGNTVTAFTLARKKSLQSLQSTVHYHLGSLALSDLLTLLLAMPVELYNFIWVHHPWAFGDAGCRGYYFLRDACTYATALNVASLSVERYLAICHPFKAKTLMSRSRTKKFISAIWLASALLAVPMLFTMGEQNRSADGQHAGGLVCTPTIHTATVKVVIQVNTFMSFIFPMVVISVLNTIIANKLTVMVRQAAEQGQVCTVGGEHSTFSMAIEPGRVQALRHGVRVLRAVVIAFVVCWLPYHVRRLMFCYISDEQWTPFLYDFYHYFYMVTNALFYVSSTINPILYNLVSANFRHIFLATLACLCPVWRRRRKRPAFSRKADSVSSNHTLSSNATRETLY
NOD1 inhibition = NOD1 signaling inhibitors, primary screen, cell-based, luminescence, uHTS (AID 1578); NOD1-driven NF-kB luciferase reporter cells, luminescence; higher % means a stronger effect; hit rate 1% among 290,000; inhibition, % at 4 µM; hits with a dose series show EC50 in µM; in the data active means inhibition mostly above about 36%, no sharp cut-off; inactive means mostly below about 34%;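 further: HEK-293T reporter cells stimulated with the NOD1 agonist gamma-tri-DAP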
GPR55 activation = selective activators of receptor GPR55 – imaging, U2OS cells, beta-arrestin-GFP redistribution, primary screen (AID 1961). hit rate 0.048% among 290,000. activation, % at 10 µM, or EC50 in µM where a hit was titrated. U2OS GPR55 beta-arrestin-GFP redistribution imaging; higher % means a stronger effect;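 active means activation above 40% with more than 50 cells counted in the well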;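 further: U2OS osteosarcoma cells stably expressing GPR55 and beta-arrestin-GFP; plate controls were DMSO negative control for no effect and LPI positive control for full effect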
GPR55 antagonists = GPR55 antagonists blocking LPI-driven arrestin recruitment, primary screen, imaging, U2OS, beta-arrestin-GFP, LPI agonist (AID 2013) | U2OS GPR55 beta-arrestin-GFP translocation imaging, LPI antagonism; higher % means a stronger effect | inhibition, % at 10 µM, or IC50 in µM where a hit was titrated | hit rate 0.13% among 290,000;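 active means spots per cell inhibited over 60%, with over 100 cells counted and total cytoplasm intensity under 500,000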;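 further: U2OS cells stably carrying GPR55 and arrestin-GFP stimulated by 5 µM LPI near EC80; imaged beta-arrestin-GFP aggregate spots per cell after agonist stimulation; plate controls were LPI-stimulated DMSO wells for no effect and DMSO wells without LPI for full effect; some results filed as inactive read as strong as hits; confirmed hits need IC50 under 10 µM and bright autofluorescent wells are also inconclusive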
NTR1 agonist cell count 20 µM = second read-out of NTR1 agonist, no call of its own (marks repeat the call); cell count; measured here: cell count, cytotoxicity flag
Starred values were filed as active, the others as inactive; · = not tested or not shown; [ ] = dose if it differs, or a comment. Not all compounds are listed; the hit share may differ from the screen's.

| mol | KOR beta-arrestin-1 | GPR35 arrestin U2OS | MgcRacGAP inhibition | K1F lysis inhibition | KOR beta-arrestin-2 | NTR1 agonist | NTR1 agonist cell count 20 µM | NOD1 inhibition | GPR55 activation | GPR55 antagonists |
| --- | --- | --- | --- | --- | --- | --- | --- | --- | --- | --- |
| Cc1cc(C)c2[nH]c(O)c(N=Nc3ccc(C(=O)O)cc3)c2c1 | 1.7% | -9.1% | 5.4% | 0.4% | -9.2% | -0.9 | 39 | -49.2% | 0.2% | -8.0% |
| C#Cc1ccc([C@H]2C=C(C(=O)N3CCN(Cc4ccccc4)CC3)O[C@@H](OCc3ccc(CO)cc3)C2)cc1 | 4.3% | -14.6% | 9.1% | -0.3% | -13.8% | 10.2 | 44 | -4.6% | 0.1% | 9.7% |
| CC(=O)Nc1ccc(S(=O)(=O)Nc2c(NC3CCCCC3)c3ccccc3oc2=O)cc1 | -3.8% | -6.2% | 12.8% | 0.9% | -4.9% | -1.3 | 61 | -1.8% | -0.3% | -2.4% |
| CC(=O)Nc1ccc(S(=O)(=O)NC(=O)C23CC4CC(CC(C4)C2)C3)cc1 | -1.5% | -5.5% | 4.8% | 3.3% | 16.1% | 0.3 | 50 | 2.5% | -0.2% | -8.3% |
| COc1ccc(/C=C/C(=O)Nc2ccc3nc4n(c(=O)c3c2)CCCC4)cc1 | -8.7% | 4.1% | 7.1% | 0.0% | -22.4% | 0.9 | 51 | -13.0% | -0.1% | -1.4% |
| CC(NC(=O)CSc1nc(=O)cc(N)n1CCc1ccccc1)c1ccccc1 (stereo not drawn) | 0.0% | -7.7% | -8.8% | -0.6% | -1.9% | -1.0 | 71 | -3.4% | -0.1% | 18.8% |
| Clc1cccc(OCc2nc(-c3ccncc3)no2)c1 | -1.4% | 1.7% | 6.0% | 0.3% | -36.9% | -1.2 | 98 | -27.6% | -0.2% | 2.2% |
| Cc1ccc(C2=Nc3ccccc3SC(c3cccc([N+](=O)[O-])c3)C2)cc1 (stereo not drawn) | 5.9% | -9.2% | 18.5% | 0.2% | 12.5% | 14.3 | 76 | 7.5% | 0.4% | 7.0% |
| CC1(C)CC(=O)C=C(NCCCNC2CCCCC2)C1 | -0.5% | 3.0% | 4.8% | 0.6% | 2.0% | 3.0 | 82 | 5.2% | -0.1% | -5.2% |
| Cc1nn(Cc2c(F)c(F)c(F)c(F)c2F)c(C)c1NC(=O)c1ccc(COc2ccc(F)cc2)o1 | -3.8% | 4.0% | 2.6% | 1.3% | 36.2% | 0.4 | 87 | 17.1% | -0.1% | 2.5% |
| O=C(CSc1ccccc1C(=O)O)NCc1ccc(Cl)cc1 | 3.7% | 9.9% | 3.7% | 2.6%[50 µM] | 3.8% | -0.4 | 83 | -20.7% | -0.5% | -5.5% |
| COc1ccc(NC(=O)c2sc(NC(=O)COc3ccccc3)nc2C)cc1 | -0.3% | -0.5% | -0.9% | 5.1% | -11.9% | -2.1 | 42 | 7.4% | -0.1% | 13.7% |
| O=C(Nc1c(C(=O)c2ccccc2)oc2ccccc12)c1cc(-c2ccccc2O)n[nH]1 | -2.1% | -13.1% | -0.8% | 2.6% | · | 10.0 | 51 | 6.7% | 0.0% | 4.3% |
| COc1cc(C2C(C(=O)c3ccc(C)o3)=C(O)C(=O)N2c2cc(C)on2)ccc1OCc1ccccc1 (stereo not drawn) | 0.5% | 1.8% | 9.3% | 0.4% | -2.1% | 0.3 | 55 | -18.7% | 0.1% | 5.3% |
| CN1C(=O)Cc2cc(S(=O)(=O)N3CCN(c4cccc(Cl)c4)CC3)ccc21 | -1.0% | -11.0% | 1.6% | 4.5% | -36.1% | 0.3 | 53 | -19.4% | 0.0% | 2.0% |
| Cc1c(C)n(Cc2ccc(Cl)cc2)c2ccc(C(=O)NCCCN3CCOCC3)cc12 | -4.0% | -6.5% | 1.6% | -0.7% | -15.8% | 2.3 | 79 | -17.2% | 0.6% | 21.8% |
| O=C(CN1CCC(C(=O)c2ccc3c(c2)OCCO3)CC1)NCc1ccccc1 | -1.1% | -0.8% | 6.7% | -0.3% | -35.2% | -1.5 | 41 | -15.2% | 0.0% | -1.3% |
| CC(=O)Nc1ccc(NC(=O)C/C(C)=N/NC(=O)C(=O)N2CCCC2)cc1 | 13.9% | -7.8% | 2.8% | 0.4% | 20.7% | -0.6 | 79 | 1.4% | -0.1% | -4.7% |
| O=C(NN1C(=O)C2C(C1=O)C1C=CC2C12CC2)c1ccncc1 (stereo not drawn) | 2.8% | 9.7% | 6.6% | 1.2% | -15.4% | 1.1 | 66 | 6.3% | -0.3% | 1.0% |
| c1ccc(OCCn2cnc3ccccc32)cc1 | -0.7% | 9.7% | 3.2% | 1.6% | 1.0% | -1.8 | 48 | -12.1% | 0.2% | 4.0% |

Next section
| mol | KOR beta-arrestin-1 | GPR35 arrestin U2OS | MgcRacGAP inhibition | K1F lysis inhibition | KOR beta-arrestin-2 | NTR1 agonist | NTR1 agonist cell count 20 µM | NOD1 inhibition | GPR55 activation | GPR55 antagonists |
| --- | --- | --- | --- | --- | --- | --- | --- | --- | --- | --- |
| CC(=O)NCCC(=O)N1CCCC(C(=O)c2ccc3c4c(cccc24)CC3)C1 (stereo not drawn) | -4.2% | 5.4% | 3.0% | 1.6% | 13.1%[20 µM] | 0.0 | 66 | -8.3% | 0.6% | -2.9% |
| CN(CC(=O)Nc1ccccc1F)Cc1cccs1 | 0.0% | -7.0% | 5.5% | 0.1% | -10.0% | -2.2 | 58 | -24.3% | -0.1% | 5.0% |
| O=C(c1nc(-c2ccccc2)n(-c2ccccc2)n1)N1CCN(S(=O)(=O)c2ccccc2)CC1 | 2.0% | -15.2% | 3.2% | 0.2% | -53.8% | 2.1 | 66 | 35.6% | -0.2% | -6.8% |
| COc1ccc([N+](=O)[O-])cc1NC(=O)c1cn(-c2ccc(Cl)cc2)c(=O)c2ccccc12 | 3.8% | -0.6% | 7.5% | 4.2% | 27.2% | 0.6 | 57 | 19.1% | 1.7% | 12.6% |
| COc1ccc(C2=NN(S(C)(=O)=O)C(c3cccs3)C2)cc1OC (stereo not drawn) | -9.1% | 21.7% | 7.5% | -1.2% | -1.8%[20 µM] | 1.3 | 53 | -47.3% | 1.0% | 10.5% |
| O=C(O)c1nn(-c2ccccc2)c(-c2ccccc2)c1C(=O)c1ccccc1 | 4.9% | 9.5% | 5.2% | -0.2% | -18.0% | -1.3 | 39 | -10.2% | -0.3% | 16.5% |
| N/C(=N\OC(=O)Cc1ccccc1)c1ccccc1Cl | -2.4% | 27.6% | 9.6% | -0.1% | -37.8% | 3.6 | 78 | -31.9% | 0.1% | 9.2% |
| CSc1ccccc1NC(=O)CN(C)C(=O)Cc1c(F)cccc1Cl | -0.5% | 3.8% | 5.6% | 0.2% | -46.4% | -0.1 | 38 | -13.8% | -0.2% | -1.8% |
| COc1cccc(C(=O)Nc2cccc(-c3ccc4nncn4n3)c2)c1OC | -2.7% | -3.1% | 10.6% | 0.0% | 11.7% | 2.2 | 60 | -14.9% | 0.3% | 6.8% |
| O=C(Cc1cccs1)Nc1ccccc1F | -5.8% | -3.6% | 2.1% | -0.1% | 17.2% | 0.8 | 82 | 9.4% | -0.1% | -11.7% |
| Cc1cc(C(=O)OCC(=O)Nc2cc(S(=O)(=O)N(C)C)ccc2C)c2ccccc2n1 | 0.3% | 10.9% | 0.6% | 0.0% | -47.4% | 1.4 | 49 | -31.2% | 0.2% | -1.5% |
| CCOC(=O)NC(=O)c1cn(C(CC)CO)c(=O)[nH]c1=O (stereo not drawn) | 3.9% | 5.3% | 9.7% | 0.5% | -10.2% | -1.6 | 85 | 18.6% | -0.4% | 3.6% |
| CN1CCc2c(n(CC(O)CNCc3ccccc3)c3ccccc23)C1=O (stereo not drawn) | -3.3% | 8.0% | 8.4% | 0.1% | 4.6% | -1.2 | 73 | -50.2% | -0.3% | -6.4% |
| COc1cccc(CNC(=O)CCC2CCCN(C(=O)Cc3ccccc3F)C2)c1 (stereo not drawn) | -0.5% | 0.2% | -5.2% | -0.5% | -59.3%[20 µM] | -0.2 | 53 | -26.2% | -0.1% | -12.1% |
| CCOC(=O)N1CCN(Cc2nc3cc(NC(=O)c4cccs4)ccc3n2CC)CC1 | -3.7% | -6.2% | 4.8% | 0.5% | -3.3% | -0.4 | 67 | -26.2% | 0.3% | 5.5% |
| Cc1ccc(-c2noc(-c3ccccc3C(=O)N3CCCC3)n2)cc1 | 2.7% | 28.0% | 29.6% | 7.9% | 19.3% | 1.2 | 51 | -57.8% | 0.3% | 5.3% |
| C(=N\N(c1ccccc1)c1ccccc1)/c1ccc(N2CCOCC2)s1 | -3.1% | 6.2% | 15.3% | -1.4% | 19.2% | -1.3 | 65 | 9.7% | -0.4% | 20.1% |
| COc1ccccc1N1CCN(/N=C/c2cccc(Cl)c2)CC1 | 1.1% | -8.5% | 2.9% | 0.6% | -34.3%[20 µM] | 4.1 | 66 | -32.9% | -0.1% | -2.0% |
| COc1ccccc1N1CCN(Cc2cc(=O)c(OCC(=O)NC(C)C)co2)CC1 | -1.1% | -1.5% | 14.2% | 0.8% | 6.4% | -0.3 | 64 | -7.6% | -0.1% | 4.2% |
| O=C(O)CCCNC(=O)CCn1nnc2ccccc2c1=O | 3.5% | 7.7% | 10.5% | 0.2% | -2.0% | 0.3 | 45 | -8.0% | 0.4% | 13.7% |

Ordered by SMILES length (rising): four of the compounds above.
| mol | KOR beta-arrestin-1 | GPR35 arrestin U2OS | MgcRacGAP inhibition | K1F lysis inhibition | KOR beta-arrestin-2 | NTR1 agonist | NTR1 agonist cell count 20 µM | NOD1 inhibition | GPR55 activation | GPR55 antagonists |
| --- | --- | --- | --- | --- | --- | --- | --- | --- | --- | --- |
| CN(CC(=O)Nc1ccccc1F)Cc1cccs1 | 0.0% | -7.0% | 5.5% | 0.1% | -10.0% | -2.2 | 58 | -24.3% | -0.1% | 5.0% |
| CSc1ccccc1NC(=O)CN(C)C(=O)Cc1c(F)cccc1Cl | -0.5% | 3.8% | 5.6% | 0.2% | -46.4% | -0.1 | 38 | -13.8% | -0.2% | -1.8% |
| COc1cccc(C(=O)Nc2cccc(-c3ccc4nncn4n3)c2)c1OC | -2.7% | -3.1% | 10.6% | 0.0% | 11.7% | 2.2 | 60 | -14.9% | 0.3% | 6.8% |
| COc1ccccc1N1CCN(Cc2cc(=O)c(OCC(=O)NC(C)C)co2)CC1 | -1.1% | -1.5% | 14.2% | 0.8% | 6.4% | -0.3 | 64 | -7.6% | -0.1% | 4.2% |
